# LGR2 antag = blocks bursicon-induced cAMP signaling via Drosophila LGR2; HEK293 LGR2, CRE-luciferase, bursicon-stimulated, 4 h; inhibition, % at 9.99 µM; actives 0.35% (n = 380,000); AID 720647;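 active = drop in luminescence signal, shown as inhibition above about 50% in the replicate tests, limit read from the data, passing the limit was not always enough; inconclusive = probably only some replicates passing the limit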;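 also: agonist challenge used bursicon conditioned medium at about half maximal strength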
# SIRT5 inh = blocks human SIRT5 desuccinylation of peptide; inhibition, % at 15 µM; Purified SirT5, succinyl-peptide AMC, trypsin-coupled fluorescence; AID 652115; actives 1.1% (n = 330,000); Q9NXA8; in the data active = inhibition above about 15%; inconclusive = no clear call, values can overlap the other calls
# Target sequence (Q9NXA8 whole entry, looked up): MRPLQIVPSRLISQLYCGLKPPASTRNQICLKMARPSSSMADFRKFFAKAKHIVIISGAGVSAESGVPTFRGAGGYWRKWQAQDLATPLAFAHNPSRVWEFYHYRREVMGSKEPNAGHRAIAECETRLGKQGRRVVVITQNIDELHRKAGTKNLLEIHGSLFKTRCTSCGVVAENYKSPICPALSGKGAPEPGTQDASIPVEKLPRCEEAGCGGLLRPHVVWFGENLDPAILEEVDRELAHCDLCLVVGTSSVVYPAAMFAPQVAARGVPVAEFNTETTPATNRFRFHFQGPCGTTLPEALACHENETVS
# esBAF inh = SWI/SNF esBAF complex inhibition. AID 602393. actives 2% (n = 350,000). reporter increase, % at 12.5 µM. mouse ES cells, Bmi1-luciferase knock-in reporter, 24 h; 100% = twice the neutral-well signal; in the data active = activation above about 40%; inconclusive = no clear call, values can overlap the other calls;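 also: 0% = median of the plate's neutral control wells and 100% = double that signal; a rise in the Bmi1 reporter signal indicates esBAF inhibition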
# S100A4 MyoIIA = inhibitors of human S100A4 binding to myosin IIA peptide; P26447; S100A4/TAMRA-MyoIIA peptide fluorescence polarization; inhibition, % at 10.7 µM; actives 0.14% (n = 360,000); AID 652163;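 active = mean inhibition of at least 70% across replicates, with every replicate also reaching that level; inconclusive = mean inhibition reaches 70% but some replicates fall short; inactive = mean inhibition below 70%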
# Target sequence (P26447 whole entry, looked up): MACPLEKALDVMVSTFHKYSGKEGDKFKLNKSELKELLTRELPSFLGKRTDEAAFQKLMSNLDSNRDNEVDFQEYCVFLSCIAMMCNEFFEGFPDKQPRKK
#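 Material: human S100A4 monomer with TAMRA-labelled myosin IIA peptide; buffer or medium: HEPES pH 7.2 with CaCl2, KCl, NaCl, DTT, Triton; compound dosing: one concentration per compound; schedule: 5 min incubation before reading; benchmarks: neutral control DMSO, positive control TFP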
# C2C12 statin = suppressors of simvastatin-induced myotoxicity in C2C12 myotubes; ATP luminescence, 48 h; scaled: DMSO 0, geranylgeraniol control 100; rescue of ATP level, % at 7.49 µM; actives 0.78% (n = 330,000);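 active = mean ATP rescue above about 67%, or every replicate alone reaching that limit, limit read from the data, passing the limit was not always enough; inconclusive = no clear call, values can overlap the other calls; inactive = mean under the limit and some replicate under it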;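 also: myotubes were challenged with 10 µM simvastatin during compound exposure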
# CASP6 VEID inh = blocks human caspase-6 cleavage activity. inhibition, % at 12.5 µM. actives 0.53% (n = 350,000). AID 686996. purified caspase-6, Z-VEID-R110 cleavage fluorescence;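 active = mean inhibition across replicates at least about 35%, with every replicate also reaching that limit, limit read from the data; inconclusive = only one of the two criteria met; inactive = neither criterion met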;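 also: 0% = median of neutral control wells and 100% = no fluorescence left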
# Target sequence (P55212 24-179 limits assumed): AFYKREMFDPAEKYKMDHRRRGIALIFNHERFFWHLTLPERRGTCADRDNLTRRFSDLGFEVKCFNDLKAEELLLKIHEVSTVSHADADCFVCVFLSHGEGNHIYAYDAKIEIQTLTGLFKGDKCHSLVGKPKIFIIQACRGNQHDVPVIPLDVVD
# Target sequence (P55212 194-293 limits assumed): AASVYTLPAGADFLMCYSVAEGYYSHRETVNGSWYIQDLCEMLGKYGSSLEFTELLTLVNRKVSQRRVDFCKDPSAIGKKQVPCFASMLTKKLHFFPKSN
# FN deposition inh = fibronectin deposition inhibition. AH1F fibroblasts, Alexa488-fibronectin deposition fluorescence, overnight. inhibition, % at 12.6 µM. actives 0.086% (n = 350,000);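 active = mean inhibition across replicates of 30% or more, regardless of how many single replicates reach that level; inconclusive = mean under 30% yet at least half of replicates reach 30%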;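 also: positive control wells lacked labelled fibronectin entirely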
#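 Assay system: AH1F fibroblasts / Quantity: 10000 cells per well / Medium: DMEM plus 2% serum, read in PBS / Reagent: labelled fibronectin 24 nM / Dosing: single dose, pinned / Times: 1 h cell attachment, overnight exposure to compound and label / Signal: fluorescence, ex 485 nm, em 525 nm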
# An asterisk follows results filed as active; u = inconclusive; x = no result given; & = joins results of further samples.
SMILES,LGR2 antag,SIRT5 inh,esBAF inh,S100A4 MyoIIA,C2C12 statin,CASP6 VEID inh,FN deposition inh
COC(=O)C(CC(C)C)NC(=O)c1ccc(F)cc1 (stereo not given),-5,15,1,-18,2,-2,x
Cc1nnc(-c2ccccc2)[nH]c1=O,-6,-4,2,0,2,-4,-1
O=C(CN1CCOCC1)NCC[C@@H]1CC[C@@H](NC(=O)Nc2ccc(C(F)(F)F)cc2)[C@H](CO)O1,-8,0,2,-8,4,-6,1
FC(F)(F)c1ccccc1-c1ccc2nncn2c1,3,-1,4,1,10,-2,-1
CC(=O)N/C(=N/c1nc(C)cc(C)n1)Nc1cccc(C)c1,-2,-27,-3,-2,-3,-3,-7
Cc1ccc(S(=O)(=O)N[C@@H]2CC[C@@H](CCNC(=O)C3CCC3)O[C@H]2CO)cc1,22,1,-5,-2,2,1,x
CC(C)(C)S(=O)(=O)N1Cc2cc(=O)n(Cc3ccccc3)c(CCO)c2[C@H]1CCO,-16,0,-1,-6,11,0,-7
O=C(c1ccccc1)N1CC[C@@H]2[C@@H](CO)Nc3ccc(C#Cc4cccnc4)cc3[C@@H]21,-13,8,5,0,-33,-2,5
CCOc1nc(C)cc(COC)c1C(N)=O,-10,-4,x,u,x,2,3
CCCC1OC(c2ccco2)OCC1CC (stereo not given),-18,x,-9,-18,7,-2,5
NS(=O)(=O)c1cc(C(=O)NNC(=O)c2ccc3c(c2)OCO3)ccc1Cl,-8,-4,4,-1,3,1,-3
C[C@H](CO)N1C[C@H](C)[C@H](CN(C)C(=O)Nc2ccc3c(c2)OCO3)Oc2ccc(NC(=O)Cc3ccccc3)cc2CC1=O,-4,-4,2,10,-33,-1,x
C[C@@H]1CCCCO[C@H](CN(C)S(C)(=O)=O)[C@@H](C)CN([C@H](C)CO)C(=O)c2cc(NC(=O)CCCN(C)C)ccc2O1,-4,x,0,x,11,x,x
Cc1nnc(NC(=O)c2ccc(S(=O)(=O)N3CCc4ccccc4C3)cc2)o1,-1,1,x,27,x,0,4
CCNC(=O)CSc1nnc(-c2cccc(S(=O)(=O)N3CCOCC3)c2)o1,3,-4,-8,-4,4,-2,-2
CCCC(C)NC(=O)COc1ccc(S(=O)(=O)c2ccc(OCC(=O)NC(C)CCC)cc2)cc1 (stereo not given),-17,x,-3,x,-2,x,0
CN(C)c1cccc(C(=O)N(Cc2ccccc2)Cc2ccccc2)c1,5,-1,6,1,-3,-1,1
COc1ccc(C(=O)Nc2cc(C)on2)cc1OC,4,-2,-3,0,3,1,1
CCC(=O)Nc1ccc(Nc2ccccc2)cc1,x,x,24,x,-4,x,-5
Nc1nc(CCOc2ccc(F)cc2)cs1,-42,-2,x,1,x,4,9
N#Cc1ccccc1OCC(=O)N1CCc2ccccc2C1,-15,-4,x,0,x,-1,4
Cc1cc(C)n(-c2n[nH]c(C)c2[N+](=O)[O-])n1,-7,-3,x,0,x,-1,-5
CSCCC(NC(=O)c1ccccc1Cl)C(=O)Nc1ccc(C)c(S(=O)(=O)N2CCOCC2)c1 (stereo not given),12,-2,-1,-1,-11,8,1
CC(C)CC#Cc1ccc([C@H]2[C@H](CO)N3C(=O)CN(C(=O)c4cccc(F)c4)C[C@@H]23)cc1,-6,-4,x,-2,x,2,-14
CC1=C(C(=O)NCc2ccccc2)C(c2cccs2)NC(=S)N1 (stereo not given),-5,-1,-11,-5,98*,-1,3
COc1cccc(C(c2nnnn2C2CCCC2)N2CCN(C/C=C/c3ccccc3)CC2)c1OC (stereo not given),4,0,-11,-2,7,-1,-4
O=C(NCC1CCCO1)C1CC(=O)N(c2ccc(F)c(Cl)c2)C1 (stereo not given),-17,-1,-4,2,14,0,-6
C=CCNC(=O)C1CCCN(S(=O)(=O)c2ccc(-n3cnnn3)cc2)C1 (stereo not given),-2,-4,1,-2,9,1,-5
O=c1[nH]cc(NCCNc2ncc(C(F)(F)F)cc2Cl)c(=O)[nH]1,7,2,x,-3,x,-3,-6
C[C@H](CO)N1C[C@H](C)[C@@H](CN(C)CC2CCCCC2)Oc2c(NC(=O)c3ccncc3)cccc2C1=O,x,-1,2,3,-19,-1,1
C/C(CCc1ccccc1)=N\NC(=O)C(=O)Nc1cccc(Cl)c1,2,x,0,-9,2,-2,-4
CCCCn1nnnc1C(c1cc2ccccc2o1)N1CCN(c2ccncc2)CC1 (stereo not given),u,2,x,4,x,-5,5
COc1ccccc1-c1cc2nc(C)c(CCC(=O)NC(C)CCc3ccco3)c(C)n2n1 (stereo not given),-6,-3,-17,-11,15,2,-9
CCCS(=O)(=O)NC(=O)C1(C)CCCN(C(=O)c2ccccc2OC)C1 (stereo not given),12,3,-1,20,-4,1,14
NNC(=O)Cn1nc2n(c1=O)-c1ccccc1SC2,x,2,-2,0,8,3,1
Cc1ccc(-c2nn(-c3cccc(F)c3)cc2CN(Cc2nccn2C)C(C)C)o1,-10,0,0,-2,0,-7,x
O=C(NNS(=O)(=O)c1cc(Cl)c(Cl)cc1Cl)c1cccnc1,-7,-1,-11,1,7,-5,x
Cc1noc(C)c1S(=O)(=O)Nc1ccc2c(c1)C(=O)N([C@H](C)CO)C[C@@H](C)[C@@H](CN(C)S(=O)(=O)c1cn(C)cn1)OCCCC[C@@H](C)O2,11,-1,-9,-9,x,0,1
CC(=O)C1=C(O)C(=O)N(c2ccc(Br)cn2)C1c1ccccc1[N+](=O)[O-] (stereo not given),4,6,6,-1,0,6,5
O=C(Nc1ccccc1F)N1CCCCN2[C@H](C1)[C@@H](c1ccc(C#Cc3cccnc3)cc1)[C@@H]2CO,18,9,-2,-4,-28,1,x
O=C1NC[C@H](CC2CCCCC2)N(CCc2cc(C(F)(F)F)cc(C(F)(F)F)c2)C1=O,-2,x,x,-13,x,-5,1
COc1ccc(C(=O)Nc2nnc(Cc3ccc(OC)c(OC)c3)s2)c(OC)c1,-39,0,48,7,12,2,-1
CC(C)NC(=O)N(C)C[C@@H]1Oc2ccc(NC(=O)Nc3ccc(C(F)(F)F)cc3)cc2CC(=O)N([C@H](C)CO)C[C@H]1C,4,-1,2,7,34,-2,-1
CC(C)(C)Cc1c(-c2cccc(Cl)c2)nc2ccc(Br)cn12,-29,2,12,-14,13,4,-10
CS(=O)(=O)Nc1ccc(C(=O)Nc2ccc(S(=O)(=O)N3CCCC3)cc2)cc1,11,-2,-2,2,-4,-5,-3
CCOC(=O)C1CCN(C(=O)c2ccc(OCC(=O)Nc3cccc(C(F)(F)F)c3)cc2)CC1,-15,-2,3,-3,10,-181,12
COc1ccc2c3c([nH]c2c1)[C@H](CO)N(C(=O)Nc1ccc(F)cc1)CC31CN(Cc2cc(F)ccc2F)C1,14,-6,x,-6,x,-2,2
C[C@@H]1CN([C@@H](C)CO)C(=O)c2c(c3ccccc3n2C)-c2ccccc2CO[C@@H]1CN(C)C(=O)c1ccncc1,11,-5,7,3,20,-1,-1
NC(=O)CC(CC(=O)OCc1ccccc1)c1ccccc1 (stereo not given),-7,-1,3,3,-11,0,1
CCN(CCCNC(=O)COc1cc(=O)n(C)c2ccccc12)c1cccc(C)c1,x,x,-3,x,-5,x,25
Nc1c(Cl)cc(N=Nc2ccccc2)cc1Cl,-79,-4,58*,0,15,-2,3
O=C(Nc1ccccc1N1CCOCC1)c1csc2c1CCCC2,-7,-2,3,-15,24,1,1
CC(=O)C1=CCC(c2ccccc2)N(S(=O)(=O)c2ccccc2C)C1 (stereo not given),1&13,-1&-1,-2&-2,-6&-1,2&-3,-2&5,-6&5
Cc1ccc(NCC(=O)N/N=C/c2ccncc2)cc1,-2,4,4,-2,4,0,x
Cc1cccc(C)c1NC(=O)C(C1CC1)n1c(-c2ccc(=O)[nH]c2)nc2ccccc21 (stereo not given),5,x,x,-2,x,3,-4
Cc1[nH]n(-c2ccccc2)c(=O)c1N=O,-2,5,3,-2,8,0,-10
O=C(CC1SCCNC1=O)Nc1ccc(Cl)c(Cl)c1 (stereo not given),-30,-1,x,-9,x,3,-16
CC=Cc1ccc2n(c1=O)C[C@H]1[C@H](CO)[C@@H](C(=O)NC3CCC3)N(S(C)(=O)=O)[C@@H]21 (mixture of isomers),-6,-3,-4,14,-6,0,x
Cc1noc(C)c1NC(=O)N(C)C[C@@H]1Oc2c(NC(=O)C3CCOCC3)cccc2C(=O)N([C@H](C)CO)C[C@@H]1C,-8,-3,3,2,-11,-1,0
CC(=O)NC(CC(=O)c1ccc([N+](=O)[O-])cc1)C(Cl)(Cl)Cl (stereo not given),-1,-6,x,-2,x,0,-6

# The closing 7 entries of the section before are carried over, then new ones follow:
SMILES,LGR2 antag,SIRT5 inh,esBAF inh,S100A4 MyoIIA,C2C12 statin,CASP6 VEID inh,FN deposition inh
Cc1ccc(NCC(=O)N/N=C/c2ccncc2)cc1,-2,4,4,-2,4,0,x
Cc1cccc(C)c1NC(=O)C(C1CC1)n1c(-c2ccc(=O)[nH]c2)nc2ccccc21 (stereo not given),5,x,x,-2,x,3,-4
Cc1[nH]n(-c2ccccc2)c(=O)c1N=O,-2,5,3,-2,8,0,-10
O=C(CC1SCCNC1=O)Nc1ccc(Cl)c(Cl)c1 (stereo not given),-30,-1,x,-9,x,3,-16
CC=Cc1ccc2n(c1=O)C[C@H]1[C@H](CO)[C@@H](C(=O)NC3CCC3)N(S(C)(=O)=O)[C@@H]21 (mixture of isomers),-6,-3,-4,14,-6,0,x
Cc1noc(C)c1NC(=O)N(C)C[C@@H]1Oc2c(NC(=O)C3CCOCC3)cccc2C(=O)N([C@H](C)CO)C[C@@H]1C,-8,-3,3,2,-11,-1,0
CC(=O)NC(CC(=O)c1ccc([N+](=O)[O-])cc1)C(Cl)(Cl)Cl (stereo not given),-1,-6,x,-2,x,0,-6
O=C(Cn1c(-c2ccccn2)nc2ccccc21)NCCN1CCOCC1,31,x,3,x,13,x,-4
CC(=O)Cc1nsc(NC(=O)c2ccc(-c3cc(Cl)ccc3Cl)o2)n1,-2,-2,-3,2,-12,14,-3
CCN(CC)C(=O)c1cccc(-c2csc(C(C)(O)c3ccc(OC)cc3)n2)c1 (stereo not given),5,x,-1,8,-25,3,13
COc1cc(C(=O)OCC(=O)NCC2CCCCC2)ccc1OCC(C)C,-16,0,x,2,x,0,-1
Cc1ccc(S(=O)(=O)N2CCC(C(=O)NCCN3CCOCC3)CC2)cc1C,-7,-2,1,-4,-8,-5,-7
CCC(=O)Nc1ccc2c(c1)C(=O)N(C)[C@H]1CC[C@@H](CC(=O)N[C@H](C)c3ccccc3)O[C@H]1CO2,20,-4,4,-19,-5,1,8
CCOc1ccc(CCN2C(=O)c3ccc(C(=O)O)cc3C2=O)cc1OCC,-4,-2,-3,-3,3,-1,16
O=C1CCN(C(=S)NCCc2ccccc2)CC1,-21,-2,0,-3,12,-7,8
CCc1ccc(N2CC(C(=O)N3CCN(c4ccccn4)CC3)CC2=O)cc1 (stereo not given),11,-1,4,-1,-6,5,0
CN(C)C(=O)C[C@H]1CC[C@H]2[C@H](COc3ccc(NC(=O)C4CCC4)cc3C(=O)N2C)O1,7,1,x,-5,x,1,-2
C=CC[C@@H](CC(=O)N(CCO)Cc1ccccc1)C(=O)N[C@H](COC(=O)[C@@H](CC=C)CC(=O)OC(C)(C)C)C(C)(C)C,34,8,12,15,-7,-1,-7
CC1=NN(C(N)=S)C(=O)C1N=Nc1cccc(Cl)c1C (stereo not given),-14,3,51*,-1,-10,1,3
CCC(=O)N1CCC2(CC1)CN(Cc1cc(F)ccc1F)[C@@H](CO)c1[nH]c3cc(OC)ccc3c12,-2,3,x,1,x,0,x

# Assay outcomes as filed in PubChem BioAssay.

# A portion of the library. The share of hits here may be higher or lower than overall.
